Nrf2 inh: Nrf2 qHTS screen for inhibitors; A549 ARE-Fluc reporter, luciferase luminescence, 18-24 h; AID 504444, 2011; Potency, µM (highest dose often 46 µM), without a hit: top-dose activity change, negative = inhibition, most hits filed as inhibitors; 2.1% of 360,000 active; further: potency means the concentration at half of the fitted maximal effect; on the % scale 0 is the no-effect control and ±100 the full control effect; nearly all actives have a fitted effect of over 60% in size
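Nrf2 function is reported as luminescence of an ARE-controlled luciferase in A549 cells. Compounds were tested at several concentrations, and a CellTiter-Fluor read on the same wells flagged cytotoxicity.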
Akt phos inh: HTS Assay for Inhibitors of Akt Phophorylation: Primary Screen | 0.32% of 360,000 active | activity change, % for hits at 50 µM | Neuro2A IGF-stimulated pAkt S473 HTRF, 20 min; hits give low values; in the data active means activity change below about -80%; inconclusive means mostly about -51% to -80%; further: on the % scale 0 is the no-effect control and ±100 the full control effect
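Neuro2A cells in DMEM with 0.5% FBS, overnight at 37 deg C, given compound at single 50 µM final, then IGF (6 nM final) for 20 min at 37 deg C. Lysed; phospho-Akt Ser473 by HTRF after 24 h, 665/615 ratio.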
Nrf2 ARE act: qHTS of Nrf2 Activators; AREc32 ARE-luciferase reporter (MCF7-derived line), luminescence, 24 h; 0.31% of 410,000 active; Potency, µM (titrated, usually from 46.1 µM), without a hit: at the highest dose activation, usual class: activators; further: potency means the concentration at half of the fitted maximal effect; % of control where 0% means no effect; nearly all actives have a fitted effect of over 65% in size
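Steps: seed AREc32_Fluc cells (1000/well, 5% FBS OPTI-MEM); incubate overnight at 37 deg C; add 23 nL compound; incubate 24 hr; add Steady-Glo; hold 30 min RT; read luminescence.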
CCT modulator: High-Throughput Screening for Modulators of Cytosolic Chaperonin Activity; purified chaperonin ATPase assay, HTRF ADP detection, 30 min; activity change, % (test concentration not listed), hits read low; 0.3% of 360,000 active; in the data active means activity change below about -30%; further: on the % scale 0 is the no-effect control and ±100 the full control effect
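First, chaperonin was dispensed at 40 nM or 20 nM final depending on batch activity. Next, compounds were pinned at 76 uM and ATP added at 10 uM. After 30 min at 37 °C, ADP detection reagents ran 30 min at ambient temperature.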
A549 viability: Nrf2 qHTS screen for inhibitors: counterscreen for cytotoxicity. A549 ARE-Fluc cells, CellTiter-Fluor viability, 18-24 h. Potency, µM (doses to about 46 µM), for inactives: at the top dose activity change, negative = cytotoxicity, hits mostly inhibitors. 0.16% of 390,000 active. AID 504648, 2011; further: potency means the concentration at half of the fitted maximal effect; on the % scale 0 is the no-effect control and ±100 the full control effect
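A549 ARE-Fluc cells in 5% FBS OPTI-MEM, 5000 cells/well, rested 2 h then exposed to compounds in concentration-response for 18-24 h at 37 °C. Viability by CellTiter-Fluor fluorescence (Ex 405/Em 525) after 30 min; luciferase luminescence (BugLite, 15 min, RT) read afterwards.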
EPAC2 ag: qHTS for Agonist of cAMP-regulated guanine nucleotide exchange factor 4 (EPAC2): primary screen; Potency, µM (titrated, usually from 154 µM), inactives show top-dose activation, hits mostly activators; 0.079% of 360,000 active; Rap guanine nucleotide exchange factor 4 (Homo sapiens), Q8WZA2; EPAC2 activation, biochemical qHTS; response scale: 100% = 6.5 mM cAMP response; AID 720711, 2013; further: potency means the concentration at half of the fitted maximal effect; nearly all actives have a fitted effect of over 50% in size
Target sequence (Q8WZA2 whole entry, looked up): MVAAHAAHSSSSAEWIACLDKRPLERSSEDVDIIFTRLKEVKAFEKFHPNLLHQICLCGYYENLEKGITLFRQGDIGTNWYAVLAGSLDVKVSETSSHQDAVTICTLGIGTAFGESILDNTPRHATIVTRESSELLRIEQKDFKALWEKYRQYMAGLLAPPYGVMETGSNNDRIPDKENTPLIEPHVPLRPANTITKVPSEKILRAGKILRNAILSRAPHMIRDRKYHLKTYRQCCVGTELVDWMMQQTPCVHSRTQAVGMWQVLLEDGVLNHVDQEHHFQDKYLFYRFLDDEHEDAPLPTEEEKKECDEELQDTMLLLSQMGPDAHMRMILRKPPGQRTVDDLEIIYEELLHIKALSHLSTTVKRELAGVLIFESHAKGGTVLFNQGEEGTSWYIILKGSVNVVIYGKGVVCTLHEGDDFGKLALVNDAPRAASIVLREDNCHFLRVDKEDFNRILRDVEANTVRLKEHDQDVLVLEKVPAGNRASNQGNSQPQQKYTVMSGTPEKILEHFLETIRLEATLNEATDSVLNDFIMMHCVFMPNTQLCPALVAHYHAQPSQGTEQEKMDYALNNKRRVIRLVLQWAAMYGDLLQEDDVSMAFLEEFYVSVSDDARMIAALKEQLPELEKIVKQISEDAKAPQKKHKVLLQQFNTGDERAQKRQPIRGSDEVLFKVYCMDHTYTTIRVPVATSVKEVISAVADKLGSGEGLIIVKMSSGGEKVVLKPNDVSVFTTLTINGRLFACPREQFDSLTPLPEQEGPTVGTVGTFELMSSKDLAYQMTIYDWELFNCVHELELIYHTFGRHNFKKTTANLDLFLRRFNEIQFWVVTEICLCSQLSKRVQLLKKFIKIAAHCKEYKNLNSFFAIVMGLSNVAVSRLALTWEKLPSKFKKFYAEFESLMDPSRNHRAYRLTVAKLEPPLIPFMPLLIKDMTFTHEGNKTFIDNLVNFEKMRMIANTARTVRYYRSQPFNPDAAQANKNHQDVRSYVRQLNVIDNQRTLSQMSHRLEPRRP
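In this primary screen, activation is scored as increased exchange of BODIPY-GDP from Rap1B by 100 nM EPAC2, with 50 uM GDP as competitor. Signal is normalized to the 6.5 mM cAMP agonist control.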
Mm-Cpn inhibitor: Inhibitors of TCP-1 ring complex (TRiC) of Methanococcus maripaludis (MmCpn): qHTS. Chaperonin Mm-Cpn (Methanococcus maripaludis). purified Mm-Cpn ATPase, ADP Transcreener TR-FRET. Potency, µM (highest dose often 76.9 µM), for the others: at the top dose activity, negative = inhibition, actives largely listed as inhibitors. 0.031% of 330,000 active. AID 504842, 2011; further: potency means the concentration at half of the fitted maximal effect; on the % scale 0 is the no-effect control and ±100 the full control effect; nearly all actives have a fitted effect of over 80% in size
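TR-FRET (320 nm excitation; 590 and 665 nm emission) reports ADP made from 10 uM ATP by 25 nM enzyme; compounds were preincubated 10 min, reaction run 30 min, both at 37°C.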
EPAC2 antagonist: qHTS for Antagonist of cAMP-regulated guanine nucleotide exchange factor 2 (EPAC2): primary screen. Rap guanine nucleotide exchange factor 4 (Homo sapiens), Q8WZA2. EPAC2 GEF exchange of Rap1B-BODIPY-GDP, fluorescence. Potency, µM (doses to about 114 µM), without a hit: at the highest dose activity, negative = inhibition, actives largely listed as inhibitors. 0.18% of 360,000 active. AID 720708, 2013; further: potency means the concentration at half of the fitted maximal effect; on the % scale 0 is the no-effect control and ±100 the full control effect; nearly all actives have a fitted effect of over 45% in size; many of its hits are not listed in these tables
TGFb inhibitor: qHTS for Inhibitors of TGF-b. HepG2 CAGA-GFP TGF-b/SMAD3 reporter, GFP fluorescence, 18 h; TGF-beta stimulated, 500 pg/mL final. Potency, µM (top dose mostly 46.1 µM), inactives show at the highest dose activity, negative = inhibition, hits mostly inhibitors. 1.2% of 410,000 active. AID 588855, 2011; further: potency means the concentration at half of the fitted maximal effect; on the % scale 0 is the no-effect control and ±100 the full control effect; nearly all actives have a fitted effect of over 65% in size
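HEPG2 CAGA-GFP, 1000 cells/well; 2 h settle, 37 C; cpd via pin tool; TGF-b 500 pg/mL final; 18 h, 37 C; GFP imaging ex488/em500-530; %Activity normalised to -TGF-b and +DMSO controls; CRC fit, curve class.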
Active calls of the source: *; i = inactive; ? = inconclusive; . = no result given; [ ] = another dose, or the depositor's remark. Unless noted, the call rests on the fitted dose curve; in most records, active means well fitted curve in the direction sought with a large enough effect; inconclusive means small, poorly fitted or top-dose-only effect, or another doubt; inactive means no such curve, though single readings can be large; an effect the other way counts as inactive or inconclusive.

SMILES | Nrf2 inh | Akt phos inh | Nrf2 ARE act | CCT modulator | A549 viability | EPAC2 ag | Mm-Cpn inhibitor | EPAC2 antagonist | TGFb inhibitor
O=C1c2ccccc2C(=O)N1Cc1nc(-c2ccccn2)no1 | ? | . | -0.7% | -1.8 | 0% | 7% | . | -4% | -2%
COc1ccc(CN(Cc2ccc(C(=O)O)cc2)C(=S)Nc2ccc(C)cc2)cc1OC | 3% | i | 3.5% | -3.0 | -10% | 2% | -6% | 2% | -1%
CC(C)c1cccc(C(C)C)c1NC(=O)COc1nncc2ccccc12 | -6% | i | -0.5% | 1.3 | 3% | -1% | -2% | 14% | -2%
Cc1nc(OCc2ccccc2)c2sc3nc4c(cc3c2n1)COC(C)(C)C4 | 1% | i | 0.7% | -0.7 | -2% | -1% | -17% | 0% | 31%
CCN(CC)C(=O)C1=C(C)N(CCCOC)C(=O)C(CC(=O)NCCN2CCOCC2)C1 (configuration not stated) | . | i | -0.5% | -1.4 | . | 11% | . | 3% | 4%
O=C(CCCN1C(=O)/C(=C\c2ccco2)SC1=S)Nc1ccc(O)cc1C(=O)O | -5% | i | -0.4% | -1.7 | ? | -2% | -2% | 8% | 7%
O=C(CSc1nc2ccccc2n1Cc1ccccc1)N/N=C/c1ccccc1C(=O)O | -26% | i | 2.1% | -2.1 | -5% | -1% | 1% | -14% | 9%
Cc1cccc(Cn2c(SCc3ccc(C(=O)NC4CCCC4)cc3)nc3ccncc32)c1 | 21µM* | . | 0.6% | . | -6% | . | . | . | ?
CC(C)CNC(=O)/C=C/C=C/c1ccc2c(c1)OCO2 | 19% | i | 3.4% | 1.3 | -4% | 7% | 1% | -15% | 1%
Cn1c(=O)[nH]c(Nc2ccccc2)c([N+](=O)[O-])c1=O | 1% | i | 0.0% | 1.6 | -2% | -8% | 0% | -9% | 0%
COc1ccc(CNC(=O)Cn2cnc3c(OCc4ccccc4)ncnc32)cc1 | 2% | i | 0.8% | -2.1 | 6% | -3% | 2% | -3% | -1%
O=C(CNC(=O)c1ccc(Cl)cc1Cl)OCn1nnc2ccccc2c1=O | 1% | i | 4.1% | -1.5 | 4% | 2% | 3% | -4% | -15%
COc1cccc(COC(=O)c2cc(S(=O)(=O)N3CCCCC3)ccc2N2CCOCC2)c1OC | -2% | i | -0.2% | -11 | -1% | 7% | 2% | -1% | 4%
CN(C)C(=O)c1ccc(OCC(F)(F)F)nc1 | 7% | i | -0.6% | -0.4 | -1% | 2% | 1% | 2% | -5%
Cc1cccc(C)c1NC(=O)CN1C(=O)S/C(=C\c2cccn2C)C1=O | 5% | i | 0.1% | -1.7 | 5% | 7% | -3% | -5% | -6%
Cc1cccc(-n2nc(C)c3c(C(=O)O)cc(-c4cccs4)nc32)c1 | ? | i | -0.3% | -3.9 | -8% | 2% | -7% | -17% | -17%
O=C(c1cccs1)N1C[C@@H](n2cc(-c3ccc(F)cc3)nn2)[C@H](O)C[C@@H]1c1ccc(Cl)cc1 | . | i | -0.4% | 1.6 | . | 9% | . | 7% | 11%
O=C(Nc1ccccc1-c1nc2ccccc2[nH]c1=O)c1cccs1 | -7% | i | 3.3% | 0.0 | -2% | 4% | 0% | 1% | 2%
c1ccc2nc(N3CCCC3)c(N3CCCC3)nc2c1 | -24% | i | -0.4% | -0.5 | -21% | 1% | -11% | -6% | 14%
CCCCC(=O)Nc1ccc(C(=O)Nc2ccc(S(=O)(=O)N3CCCC3)cc2)cc1 | ? | i | -0.8% | 0.1 | -17% | 1% | ? | -1% | 7%
Cc1onc(-c2ccccc2)c1C(=O)NCc1cccc(Cl)c1 | -3% | i | 0.2% | -2.0 | 0% | -2% | -1% | 1% | -23%
Cc1ccc(NC(=O)CN(C)c2ccc(S(=O)(=O)N3CCN(C)CC3)cn2)cc1 | 6% | -102%* | 0.5% | 0.2 | 1% | -5% | -1% | 13% | 4%
COc1cc(O)c2c(c1)COC2=O | 14% | i | 0.0% | -1.6 | 2% | -5% | 1% | 2% | 8%
Cc1cc(C(C#N)c2cccc(Cl)c2)n2ncnc2n1 (configuration not stated) | ? | . | 6.2% | -4.2 | ? | -85%[inhibitor][15.6 µM] | -2% | -20% | ?
COc1cccc(C(NC(C)=O)c2nc(-c3cc4ccccc4o3)cs2)c1 (configuration not stated) | . | i | 4.7% | 0.9 | . | -1% | . | -7% | -1%
COc1ccc(CN2CCn3ncc(C(=O)Nc4cc(C)cc(C)c4)c3C2=O)cc1 | ? | i | -0.3% | 2.6 | -7% | 3% | 1% | -2% | -11%
CCN1C(=O)CC(N2CCC(C(=O)N3CCCCCC3)CC2)C1=O (configuration not stated) | ? | i | 2.6% | -1.9 | 9% | 5% | 1% | 2% | -16%
O=C(O)CSc1nnc(-c2cccc(S(=O)(=O)N3CCCCC3)c2)o1 | 8% | i | 0.2% | 0.2 | -1% | 4% | -1% | 1% | 1%
CN(CC(=O)NCc1ccc2c(c1)OCO2)S(=O)(=O)c1ccc(Cl)cc1 | -8% | i | -0.4% | 0.0 | 4% | 12% | -1% | 1% | -11%
O=C(NCCc1ccccc1)c1cc2ncc(Br)cn2n1 | . | i | 2.0% | 2.3 | 15% | 4% | 0% | 9% | -17%
CCOc1ccccc1NC(=O)COC(=O)CC(NC(N)=O)c1ccc(Cl)cc1 (configuration not stated) | 15% | i | 2.5% | -1.8 | 1% | 7% | 0% | 3% | -4%
O=S(=O)(O)c1ccc(O)c2cc(Nc3ccccc3)ccc12 | 6% | i | -0.6% | -1.9 | -3% | 28% | . | ? | -7%
CC1CCN(S(=O)(=O)c2ccc3c(c2)c(=O)c(C(=O)NCc2ccc(Cl)cc2)cn3C)CC1 | 9% | . | 0.2% | . | 7% | . | . | . | 6%
O=C(c1cc(Cl)nc2ccccc12)N1CCc2ccccc2C1 | 10% | i | 2.7% | 0.0 | 9% | 10% | 1% | -26% | 0%
Cc1cc(C)c(NC(=O)c2ccc(S(=O)(=O)N3CCOCC3)cc2)c(C)c1 | -1% | i | -0.9% | -1.2 | -2% | 2% | 1% | 4% | 2%
C=CCSC1=N/C(=C\c2ccc3c(c2)OCO3)C(=O)S1 | 1% | i | 1.2% | 0.2 | -14% | -2% | 2% | 0%[57.1 µM] | ?
COc1ccc(C(C)=O)cc1Cn1c(C)c(C(=O)NCc2cccc(C(F)(F)F)c2)sc1=O | . | i | 1.0% | 2.8 | . | 7% | . | -1% | ?
Cc1cccc(OCC(=O)NCc2cc(C)nc3ccccc23)c1 | -10% | i | -1.2% | 1.0 | 0% | 4% | -4% | 5% | -14%
O=C(NCc1ccccc1)c1nc2ccccc2s1 | 8% | i | 0.3% | -1.3 | -4% | 13% | 2% | 3% | 2%
O=C(CN1C(=O)C(c2ccc(F)cc2)=NC12CCCCCC2)Nc1ccccc1Cl | ? | . | 4.5% | . | -21% | . | . | . | ?
CCC/C(C#Cc1ccsc1)=C1/c2ccccc2C(=O)N1c1ccccc1 | 3% | i | -3.1% | 1.3 | -1% | 7% | ? | -23% | ?
CC1CN(C(=O)Cn2c(=O)oc3ccccc32)CC(C)O1 (configuration not stated) | 1% | i | 0.2% | 0.2 | -4% | 6% | 1% | 8% | 3%
COC(=O)C1CCN(C(=O)c2ccccc2Oc2ccccc2)CC1 | 15% | i | -0.3% | -1.7 | . | 3% | 1% | 5% | 24%
O=C(NC1CCCC1)C1CCCN1C(=O)Nc1ccccc1 (configuration not stated) | -3% | i | 0.0% | 3.3 | -1% | -7% | 0% | 10% | 1%
CCC(C(=O)N1CCOCC1)n1c2ccccc2c2nc(=O)cc(C)n21 (configuration not stated) | -2% | i | -0.2% | 1.9 | -11% | 3% | 1% | 6% | 11%
COc1ccc(NC(=S)NN(C)C(=S)Nc2ccc(OC)cc2)cc1 | 14% | i | 2.1% | -0.6 | -8% | -4% | 0% | 8% | 0%
COc1cc(C#N)ccc1OC(=O)Cc1cc(OC)c(OC)c(OC)c1 | 7% | i | -0.1% | -1.7 | -2% | 1% | 2% | 3% | 3%
O=c1c2nnn(-c3ccc(Br)cc3)c2ncn1Cc1ccccn1 | 17% | i | 1.7% | -1.7 | 1% | 3% | 0% | 9% | -1%
C/C(CC(=O)NC1CCCCC1)=N\NC(=O)c1ccc(Br)cc1 | 6% | i | 0.6% | 0.1 | -1% | 2% | -1% | 1% | 24%
Cc1ccc(NC(=O)c2ccccc2N2C(=O)C3C4C=CC(C5CC45)C3C2=O)cc1C (configuration not stated) | 9% | i | -0.1% | -0.8 | -15% | -2% | -4% | -10% | 9%
CSc1ccc(CCNC(=O)C2CCN(c3nnc(-n4cccc4)s3)CC2)cc1 | 1% | i | -0.2% | -1.0 | -4% | 6% | 2% | 7% | -23%

Among those listed so far, these contain a cyano group.
SMILES | Nrf2 inh | Akt phos inh | Nrf2 ARE act | CCT modulator | A549 viability | EPAC2 ag | Mm-Cpn inhibitor | EPAC2 antagonist | TGFb inhibitor
Cc1cc(C(C#N)c2cccc(Cl)c2)n2ncnc2n1 (configuration not stated) | ? | . | 6.2% | -4.2 | ? | -85%[inhibitor][15.6 µM] | -2% | -20% | ?
COc1cc(C#N)ccc1OC(=O)Cc1cc(OC)c(OC)c(OC)c1 | 7% | i | -0.1% | -1.7 | -2% | 1% | 2% | 3% | 3%

Source: PubChem

This is a subset; count on the stated rates, not on these rows.
